HIF-2a inh – HIF-2a inhibition | 786-0 RCC cells HIF-2a reporter, luciferase luminescence, overnight | AID 624352 | inhibition, % at 18.8 µM | 360,000 tested, 0.72% active;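 active means inhibition of the luminescence signal of 40% or more relative to plate controls, in a single-dose primary screen at 18.75 µM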
NR2E3 ag-1 – NR2E3 (human) agonism. 320,000 tested, 0.12% active. GST-NR2E3/biotin-RetCOR TR-FRET, 1536-well. Q9Y5X4. AID 2300. inhibition of corepressor binding, % at 4.78 µM;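 active means percent inhibition above the cutoff of mean plus 3 SD of all tested compounds, set per screening campaign, cut at about 20% in these data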;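 further: 0% = DMSO wells and 100% = biotin wells as full block of FRET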
Target sequence (Q9Y5X4 whole entry, looked up): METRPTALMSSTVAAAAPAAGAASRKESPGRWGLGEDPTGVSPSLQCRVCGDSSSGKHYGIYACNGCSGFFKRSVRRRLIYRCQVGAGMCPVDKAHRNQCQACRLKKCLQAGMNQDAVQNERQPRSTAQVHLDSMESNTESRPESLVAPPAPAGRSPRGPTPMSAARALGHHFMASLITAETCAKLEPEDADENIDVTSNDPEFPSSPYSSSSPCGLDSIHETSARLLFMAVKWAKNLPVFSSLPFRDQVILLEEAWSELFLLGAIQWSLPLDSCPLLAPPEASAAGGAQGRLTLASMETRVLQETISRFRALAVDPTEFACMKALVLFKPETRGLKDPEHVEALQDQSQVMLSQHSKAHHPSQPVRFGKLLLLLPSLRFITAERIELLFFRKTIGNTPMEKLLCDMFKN
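system = GST-tagged NR2E3 plus biotinylated RetCOR corepressor | input = 1.35 nM GST-NR2E3 | also added = 7 nM biotin-RetCOR | schedule = 5 h incubation at 4 °C | measured by = TR-FRET with europium anti-GST and streptavidin-D2, 340 nm excitation | read-out = percent loss of FRET ratio relative to control wells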
Shn3 3UTR inh – Schnurri-3 reporter inhibition in Clone20 osteoblasts; Clone20 osteoblast Shn3 3'UTR firefly luciferase, 24 h; inhibition, % at 12.5 µM; 360,000 tested, 0.52% active;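 active means mean inhibition of at least 75% with every replicate also reaching 75%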;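 further: 0% = median of neutral control wells and 100% = pilot-screen positive control compound; some compounds past the cut are filed as inactive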
MITF TRPM1 inh – reduces MITF-dependent TRPM1 promoter luciferase signal. inhibition, % at 12.5 µM. 330,000 tested, 0.83% active. SK-MEL-5 TRPM1 promoter luciferase, 24 h;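 active means mean inhibition across replicates of 60% or more, whatever share of single replicates reaches that level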; further: values of inactives mirror those of a sister screen read the other way
NR2E3 ag-2 – agonists of human NR2E3 nuclear receptor | Q9Y5X4 | CHO-S Gal4-NCOR/VP16-NR2E3 two-hybrid, luciferase | inhibition of corepressor binding, % at 3.98 µM | 360,000 tested, 0.35% active | AID 602229;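 active means inhibition above the mean of all tested compounds plus 3 SD, cut at about 70% in these data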;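 further: 0% = DMSO with NR2E3 transfected cells and 100% = cells lacking NR2E3 construct; higher means lower luciferase signal from less NR2E3 corepressor binding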
HTR2A ag – mouse HTR2A agonism via beta-arrestin recruitment; 360,000 tested, 0.66% active; activation, % at 7.6 µM; CHO-K1 mHTR2A beta-arrestin complementation, luminescence; percent of 30 µM serotonin response; P35363;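 active means activation above a run cutoff, the mean activation of all tested compounds plus 3 SD, cut at about 14% in these data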;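 further: 0% = plate median of compound wells and 100% = 30 µM serotonin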
Target sequence (P35363 whole entry, looked up): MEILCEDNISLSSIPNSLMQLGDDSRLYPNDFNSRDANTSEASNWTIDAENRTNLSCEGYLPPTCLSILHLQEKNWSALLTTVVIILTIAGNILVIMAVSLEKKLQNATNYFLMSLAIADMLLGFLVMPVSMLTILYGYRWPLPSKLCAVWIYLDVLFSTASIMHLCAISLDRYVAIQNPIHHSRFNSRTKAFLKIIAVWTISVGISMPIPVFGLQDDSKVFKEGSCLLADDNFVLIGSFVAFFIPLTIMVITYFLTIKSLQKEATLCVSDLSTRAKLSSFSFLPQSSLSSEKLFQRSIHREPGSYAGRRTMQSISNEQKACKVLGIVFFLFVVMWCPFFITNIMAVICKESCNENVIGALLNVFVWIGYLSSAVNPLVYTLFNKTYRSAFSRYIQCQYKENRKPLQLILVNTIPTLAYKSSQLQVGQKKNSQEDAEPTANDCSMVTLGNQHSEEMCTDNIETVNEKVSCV
CaV13 ICDI inh – Primary screen for inhibitors of IQ motif and Ca2+-dependent inactivation inhibitor domain binding in CACNA1D, Förster resonance energy transfer in living cells, …. HEK cells, CFP/YFP FRET ICDI-IQ, plate reader, 10 min; percent FRET-ratio fall versus neutral wells. AID 743397. 340,000 tested, 0.098% active. inhibition, % at 12.3 µM;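 active means mean replicate inhibition of at least 30% and at least 1% of replicates passing that level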;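 further: 0% = median of the neutral control wells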
PDI turbidity – blocks human protein disulfide isomerase activity. inhibition, % at 10 µM. PDI insulin aggregation turbidity, A650, 90 min. 350,000 tested, 0.052% active. AID 588391. P07237;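 active means mean inhibition across replicates of 30% or more, whatever share of single replicates reach that level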;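 further: absorbance from insulin aggregation driven by PDI reduction with DTT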
hiPSC survival – increases survival of single human iPS cells; hiPSC single-cell survival, ATPlite luminescence; 100% = ROCK inhibitor wells, 0% = DMSO; survival enhancement, % at 20 µM; 360,000 tested, 0.044% active; AID 602274; in the data active means survival enhancement above about 18%;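 further: cells exposed to compounds for 16 hours before the ATP read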
H9c2 protect – myocardial damage modulation in H9c2 cells. H9c2 cardiomyocytes, H2O2 injury protection, ATPLite, 2 h. AID 588492. 360,000 tested, 0.63% active. protection from H2O2 cell death, % at 20 µM;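 active means compounds giving at least 50% protection of heart cells from peroxide-induced death in the single-dose screen, raw or plate-pattern-corrected value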;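 further: 0% = DMSO wells with peroxide and 100% = DMSO wells without peroxide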
Peg3 promoter – inhibitors of Peg3 promoter. 360,000 tested, 1.7% active. HeLa PEG-Prom luciferase reporter, luminescence, overnight. inhibition, % at 20 µM;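 active means inhibition of at least 50% at 20 µM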
Numbers without * were called inactive; · = no result given.

Results follow in this order: HIF-2a inh	NR2E3 ag-1	Shn3 3UTR inh	MITF TRPM1 inh	NR2E3 ag-2	HTR2A ag	CaV13 ICDI inh	PDI turbidity	hiPSC survival	H9c2 protect	Peg3 promoter
> Cc1ccc(S(=O)(=O)N2CCN(c3ccnc4cc(Cl)ccc34)CC2)cc1C
 : 22	0	44	9	9	-5	-7	-2	-1.7	-12	4
> COc1cc(/C=C2/SC(=S)N(Cc3ccccc3)C2=O)ccc1OS(C)(=O)=O
 : -93	1	-3	-8	-8	9	-19	3	-0.1	-11	-56
> Cc1ccc(OC(=S)Nc2ccccc2)c(C)c1
 : 6	0	30	6	18	0	-3	9	0.1	-2	2
> CC(=O)OCc1nc2ccccc2s1
 : -282	-1	-96	-3	-72	-2	-4	1	1.0	-2	-160
> CC(NC(=O)COC(=O)c1ccco1)c1ccccc1 (centres undefined)
 : 0	-1	-8	-5	-5	-3	-5	3	-2.4	5	7
> CN(C(=O)CSc1nnnn1-c1ccccc1)C1CCS(=O)(=O)C1 (centres undefined)
 : 7	0	0	-4	-9	1	-18	1	-0.7	-4	6
> Cc1cccc(C(=O)Nc2cccc(OC(=O)c3cccc(C)c3)c2)c1
 : -209	3	-53	-49	-66	-4	-4	5	-1.7	-6	-214
> C=CCn1c(COc2ccc(Cl)cc2)nnc1SCC(=O)N/N=C/c1ccccc1
 : 13	1	-2	12	17	7	·	24	-2.3	5	10
> O=C(c1ccccc1)c1cccn1CC(=O)N1CCCCCC1
 : 0	6	-9	0	-14	4	-5	-5	-3.5	2	16
> CC(C)C(=O)Nc1ccccc1C(=O)N/N=C/c1ccc([N+](=O)[O-])cc1
 : -25	0	-10	-7	13	-1	-5	0	-0.8	10	-16
> COc1ccc(/C(O)=C2/C(=O)C(=O)N(CCN3CCNCC3)C2c2cccc([N+](=O)[O-])c2)cc1 (centres undefined)
 : 27	0	18	0	-5	-3	-19	-1	1.2	10	12
> COc1ccc(N2CCN(CC(=O)Nc3ccc(C)c(C)c3)CC2)cc1
 : 22	4	0	5	-2	-4	-1	14	0.3	8	17
> COCCCN1C(=O)C(CC(=O)NCc2cccc3ccccc23)CC(C(=O)N2CCCCCC2)=C1C (centres undefined)
 : 6	·	·	·	-1	-1	-12	·	-1.3	·	·
> CC1(C)CC(=O)C2=C(C1)Oc1ncn(CCO)c(=N)c1C2c1ccccc1 (centres undefined)
 : 10	8	2	8	-3	4	·	1	-0.4	1	11
> COc1ccc(CN(C(=O)CSc2nnc(-c3ccccc3F)o2)c2ccc(F)cc2)cc1
 : 10	1	4	4	2	-3	·	6	5.1	-5	30
> Cc1ccc(-c2nnc(CCC(=O)NCC3C4CC5CC(C4)CC3C5)o2)s1 (centres undefined)
 : -219	-1	-40	-55	-63	0	-2	-2	-0.9	6	-215
> CC[C@H](C)[C@H]1CNC(=S)N1CC1CCN(CCCC2CCCC2)CC1
 : 5	·	-15	-9	-31	-5	-9	-1	-1.8	-9	-6
> Cc1csc(SCC(=O)NC(=O)NC2CCCC2)n1
 : -1	6	-5	11	1	-2	-1	-3	-0.5	11	-3
> CC1=C(C(=O)NCCc2ccc(C)cc2)C2(CCC(C)CC2)OC1=O (centres undefined)
 : 9	-2	10	-3	0	-4	14	·	1.8	2	13
> COCCCNC(=O)CCN1C(=O)COc2ccccc21
 : 17	3	-12	-4	-7	-2	·	-13	-1.2	10	12
> Cc1cc(C[n+]2cc(Br)ccc2N)c2ncccc2c1
 : 14	-1	92*	-5	4	-3	-1	11	0.1	-25	0
> N=c1sccn1CC(=O)NC(=O)NC1CCCC1
 : 9	-7	-9	2	-7	6	-4	13	0.5	10	0
> CCOCCCNC(=O)c1c[nH]c2ccc(OCC)cc2c1=O
 : 3	2	13	-4	1	-6	0	-1	-0.3	-4	-130
> CCSc1nc(N)c2c(C)c(C)sc2n1
 : -69	2	8	-24	-26	7	-4	-8	-0.6	-5	-38
> CCc1nc2ccccc2c(=O)n1/N=C/c1ccc(OC)cc1
 : -51	2	-15	-13	-21	-3	-2	-2	0.1	0	-8
> O=C(O)CC(NC(=O)C12CC3CC(CC(C3)C1)C2)c1ccc(F)cc1 (centres undefined)
 : 20	0	8	4	11	6	-4	11	-0.8	-6	-11
> Cc1cc(O)c(-c2cc(C(=O)Nc3cccnc3)[nH]n2)cc1C
 : -287	0	-162	-135	-88	-3	-4	-12	-0.6	11	-281
> CCOc1cc2c(cc1OCC)C(c1ccccc1)N(c1ccccc1)C(=O)C2 (centres undefined)
 : 26	0	21	-10	1	-3	-6	6	-1.2	16	7
> CC(=O)c1ccc(NC(=O)c2ccc3nc(C)sc3c2)cc1
 : -218	3	-124	-48	-173	1	-4	1	0.0	6	-222
> C[C@@H]1CN([C@H](C)CO)C(=O)CCCn2cc(nn2)CO[C@H]1CN(C)C(=O)Nc1ccc2c(c1)OCO2
 : -3	·	-1	·	-8	-1	-5	-3	1.7	2	-7

Continued (two carried over from the part before).
Results follow in this order: HIF-2a inh	NR2E3 ag-1	Shn3 3UTR inh	MITF TRPM1 inh	NR2E3 ag-2	HTR2A ag	CaV13 ICDI inh	PDI turbidity	hiPSC survival	H9c2 protect	Peg3 promoter
> CC(=O)c1ccc(NC(=O)c2ccc3nc(C)sc3c2)cc1
 : -218	3	-124	-48	-173	1	-4	1	0.0	6	-222
> C[C@@H]1CN([C@H](C)CO)C(=O)CCCn2cc(nn2)CO[C@H]1CN(C)C(=O)Nc1ccc2c(c1)OCO2
 : -3	·	-1	·	-8	-1	-5	-3	1.7	2	-7
> O=C(CCN1C(=O)/C(=C/c2ccccc2Cl)SC1=S)NC1CCS(=O)(=O)C1 (centres undefined)
 : 4	3	-8	6	-8	4	-2	-1	0.4	-5	-21
> Cc1nnc(C)n1/N=C/c1ccc(O)cc1
 : 1	1	-6	7	-7	-2	-6	-1	-2.4	3	4
> O=C(CSCc1ccc(Cl)cc1)Nc1ccccc1C(=O)N1CCOCC1
 : 13	-1	12	-4	-15	4	·	0	6.2	1	9
> C=CCN1C(=O)c2ccc(C(=O)N3CCN(c4ccccc4OC)CC3)cc2C1=O
 : 4	-2	8	6	-53	-2	-4	16	-0.5	-2	3
> Cc1ccccc1S(=O)(=O)N1C[C@H]2[C@H]3C(=O)N(c4ccccc4)C(=O)[C@H]3CC(=O)[C@H]2[C@@H]1c1ccc(Cl)cc1
 : 5	·	4	·	6	2	-4	·	0.0	1	-25
> CC(=O)NCC(=O)NC(C(=O)Nc1ccc2c(c1)OCCO2)c1ccc(C)cc1 (centres undefined)
 : -33	6	-12	-23	-2	3	·	1	-1.6	-4	-27
> CCN1C[C@@H]2[C@@H]3C(=O)N(Cc4ccccc4)C(=O)[C@@H]3[C@](Cc3ccccc3)(C(=O)OC)N2C1=NCc1ccccc1
 : -16	·	4	-1	-1	1	-5	-8	-1.8	12	6
> Cc1ccc2ccccc2c1NC(=O)CNCc1ccccc1
 : 21	·	-10	·	-4	2	-5	0	-0.5	13	5
> COc1ccc(-n2c(CCc3ccccc3)nnc2SCC(=O)c2ccccc2)cc1
 : 4	1	-15	-12	12	4	-3	6	-1.3	29	19
> COc1ccc(-c2nc3c(n2O)CCC/C3=N\O)cc1
 : -228	-1	-115	-42	-53	9	-3	0	-4.4	7	-153
> O=C(COc1c(Cl)cccc1Cl)Nc1ccccc1N1CCCC1
 : -3	1	13	-1	43	-2	-9	-5	0.4	-7	27
> CC(OC(=O)CCc1ccccc1)C(=O)Nc1ccc(Cl)cn1 (centres undefined)
 : 12	2	5	-4	7	-9	-7	-8	0.7	-3	-6
> O=C1[C@@H]2Cc3c([nH]c4ccccc34)C(c3cccc(Br)c3)N2C(=O)CN1C1CCN(Cc2ccccc2)CC1 (some centres undefined)
 : -28	0	26	17	16	-13	-21	3	-0.8	-12	96*
> O=C1NC(c2cccnc2)C(C(=O)c2cccs2)C(O)(C(F)(F)F)N1 (centres undefined)
 : 0	3	-9	3	-6	4	·	2	10	12	6
> OC(CNCc1ccco1)Cn1c2ccccc2c2ccccc21 (centres undefined)
 : 5	3	4	0	-7	-4	-4	8	-1.4	11	12
> COc1ccc(OC)c(S(=O)(=O)NC(C)c2cnn(-c3ccccn3)c2C)c1 (centres undefined)
 : 15	-2	-7	7	8	-1	-6	9	-0.3	-2	2
> CCC(C)NC(=O)CSc1nc2cc(S(=O)(=O)N3CCOCC3)ccc2n1CC (centres undefined)
 : -3	-2	-2	4	-6	0	-5	9	0.5	6	4
> O=[N+]([O-])c1cc(S(=O)(=O)NCCN2CCOCC2)ccc1Cl
 : -6	2	-3	4	9	-3	-5	-4	0.0	-4	21
> Cc1cccc(C)c1NC(=O)c1cccc2c1C(=O)N(C1CCCCC1)C2
 : 10	-3	41	9	7	3	·	1	3.3	-4	30
> Cc1nnc(SCC(=O)c2c(N)n(C)c(=O)n(C)c2=O)n1Cc1ccccc1
 : 14	4	6	12	-17	-7	-7	6	1.7	3	-1
> Cc1cc(C)nc(NS(=O)(=O)c2ccc(NC(=O)c3ccccc3Br)cc2)n1
 : 14	·	-30	·	-8	1	-5	-2	-2.0	-4	7
> Cc1nn(C(C)C(=O)NCCCN2CCCCC2C)c(=O)c2c1sc1ccccc12 (centres undefined)
 : -3	0	27	-10	-6	-7	-7	1	-0.4	-4	-16
> COc1ccc(NC(=O)N(C)C[C@H]2OCCCC[C@@H](C)Oc3ccc(N(C)C)cc3C(=O)N([C@H](C)CO)C[C@@H]2C)cc1
 : -7	·	9	·	-18	-3	-7	-1	4.0	14	10
> CO/N=C/c1ccc(Oc2ccc(C)cc2)c([N+](=O)[O-])c1
 : -159	-1	-12	-14	-46	-1	-5	-1	1.9	-1	-109
> Cc1ccc2[nH]c(=O)c(CNC(C)C)cc2c1
 : 18	2	-5	-6	32	6	-5	10	2.2	2	8
> Cc1nc(C)n(CC(C)C(=O)N2CCN(S(=O)(=O)c3ccc(Cl)cc3)CC2)n1 (centres undefined)
 : 9	5	5	-3	13	9	-3	-6	0.0	1	18
> CC(C)(C)NC(=S)NCc1cccnc1
 : -8	-1	31	1	-4	2	-5	-5	1.1	3	-4
> CC(C)COC(=O)N(C)C[C@H]1OCc2cnnn2CCCC(=O)N([C@H](C)CO)C[C@@H]1C
 : 6	·	0	·	-17	-8	-5	1	0.5	11	0
> Cc1cccc2cc(C#N)c(SCc3nnc(-c4ccccc4[N+](=O)[O-])o3)nc12
 : -32	-1	-32	-25	6	3	-5	7	2.1	6	-36
> COCCn1c(-c2ccc(Br)cc2)nc2oc3cc(OC)ccc3c(=O)c2c1=O
 : 10	0	1	·	-15	-3	-5	-8	-0.3	8	15
> Cn1cc(S(=O)(=O)NC2CCCC2)c(=O)n(C)c1=O
 : 12	-1	3	5	-4	8	-4	3	0.1	-6	4

Compound activity as filed in PubChem BioAssay.
